TEAD-YAP block: TEAD-YAP interaction inhibition; actives 1.4% (n = 640,000); AID 1259422; inhibition, % at 9.12 µM; HEK-TIYL cells, TEAD-Gal4/YAP UAS-luciferase luminescence; in the data active means inhibition above about 32%;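 further: 0% = median of test compound wells and 100% = reference inhibitor wells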
GPR151 activ: human GPR151 activation. AID 1508602. Q8TDV0. actives 1% (n = 650,000). PathHunter beta-arrestin GPR151 cells, luminescence. activation, % at 11.2 µM; in the data active means activation above about 4.9%;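 further: 0% = median of compound wells and 100% = cells with positive control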
Target sequence (Q8TDV0 whole entry, looked up): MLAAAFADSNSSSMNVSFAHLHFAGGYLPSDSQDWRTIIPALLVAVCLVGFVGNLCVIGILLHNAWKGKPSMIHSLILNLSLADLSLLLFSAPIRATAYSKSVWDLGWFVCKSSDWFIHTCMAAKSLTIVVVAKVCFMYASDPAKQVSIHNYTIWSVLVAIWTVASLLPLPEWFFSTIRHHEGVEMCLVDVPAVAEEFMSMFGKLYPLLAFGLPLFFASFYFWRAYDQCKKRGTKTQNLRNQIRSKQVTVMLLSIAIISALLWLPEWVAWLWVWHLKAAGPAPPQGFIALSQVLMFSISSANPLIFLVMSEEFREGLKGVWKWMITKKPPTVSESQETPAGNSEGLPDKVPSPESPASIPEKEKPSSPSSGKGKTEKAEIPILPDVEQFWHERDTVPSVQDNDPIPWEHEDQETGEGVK
MITF primary: inhibitors of human MITF. actives 0.91% (n = 650,000). AlphaScreen MITF homodimerization, bead proximity signal. inhibition, % at 2.6 µM. O75030. AID 1259374; in the data active means inhibition above about 50%;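 further: 0% = vehicle wells with protein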
Target sequence (O75030 whole entry, looked up): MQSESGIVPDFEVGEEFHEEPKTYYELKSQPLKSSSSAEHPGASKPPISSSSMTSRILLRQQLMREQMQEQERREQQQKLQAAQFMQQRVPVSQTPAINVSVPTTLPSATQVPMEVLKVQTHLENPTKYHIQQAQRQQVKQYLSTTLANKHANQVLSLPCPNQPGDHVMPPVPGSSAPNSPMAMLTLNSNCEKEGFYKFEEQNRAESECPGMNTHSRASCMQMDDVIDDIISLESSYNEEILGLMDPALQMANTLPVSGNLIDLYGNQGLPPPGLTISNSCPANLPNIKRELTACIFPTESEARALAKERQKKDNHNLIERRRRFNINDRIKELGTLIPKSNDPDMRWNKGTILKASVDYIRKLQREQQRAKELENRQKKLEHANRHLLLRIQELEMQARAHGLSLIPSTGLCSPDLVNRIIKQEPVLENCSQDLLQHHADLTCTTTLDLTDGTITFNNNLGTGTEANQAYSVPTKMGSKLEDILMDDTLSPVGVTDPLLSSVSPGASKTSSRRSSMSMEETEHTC
FBW7 act: human FBW7 E3 ligase activation, primary screen. Q969H0. AlphaScreen FBW7–phospho-cyclin E peptide binding, activator screen. normalized activity (activation), % at 26.1 µM. actives 0.13% (n = 650,000). AID 1259310; in the data active means normalized activity above about 1.9%;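 further: purified mutant Fbw7 with reduced substrate affinity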
Starred values were filed as active, the others as inactive; & = joins results of further samples; ! = repeats disagree. An unsorted share of the library; about 3.4% have a hit in one of these screens.

Order of results – TEAD-YAP block, GPR151 activ, MITF primary, FBW7 act
- CC1CC(C)CN(C(=O)CSc2nnc(-c3ccco3)o2)C1 (centres undefined)
    3, 0.8, 16, 0.0
- CCc1c(-c2ccccc2)nc2c(N)cccn12
    -12, 3.7, -3, 0.0
- O=C(Cc1cc(=O)[nH][nH]1)N/N=C/c1c(Cl)cccc1Cl
    4, -0.4, 10, -0.1
- CCOc1ccc(C(=O)Nc2ccc(O)c(-c3nc4ccccc4o3)c2)cc1
    1, -1.4, 11, 0.0
- CN1CCN(C(=O)c2ccc3c(=O)n(Cc4ccccc4)c(SCC(=O)C(C)(C)C)nc3c2)CC1
    3, 1.9, -6, -0.2
- CCC1CCCCN1S(=O)(=O)c1ccc(F)c(C(=O)Nc2cc(C)ccc2OC)c1 (centres undefined)
    -5, -1.2, 6, 0.2
- COc1ccc(-c2nc(-c3cc4cc(Br)ccc4oc3=O)cs2)cc1
    8, 1.4, 32, 0.1
- CCOc1ccc(NC(=O)CSc2nnc3n2CCCCC3)cc1
    13, -1.7, -9, 0.0
- CCOc1cc(C(=O)Nc2nc3c(s2)C(=O)CC(C)(C)C3)cc(OCC)c1OCC
    9, 0.3, 10, -0.1
- O=C(/C=C/c1cccs1)OCC(=O)c1ccccc1
    6, -1.0, -4, 0.0

3 records drawn at random from those above:
Order of results – TEAD-YAP block, GPR151 activ, MITF primary, FBW7 act
- CCOc1ccc(NC(=O)CSc2nnc3n2CCCCC3)cc1
    13, -1.7, -9, 0.0
- CN1CCN(C(=O)c2ccc3c(=O)n(Cc4ccccc4)c(SCC(=O)C(C)(C)C)nc3c2)CC1
    3, 1.9, -6, -0.2
- O=C(/C=C/c1cccs1)OCC(=O)c1ccccc1
    6, -1.0, -4, 0.0

Carrying on:
Order of results – TEAD-YAP block, GPR151 activ, MITF primary, FBW7 act
- CCN1CCN(C(=O)c2nn(C34CC5CC(CC(C5)C3)C4)cc2[N+](=O)[O-])CC1
    3, 2.3, 8, 0.0
- Cc1nc2c(C(=O)NCCc3ccccc3)cnn2c(C)c1Cc1ccc(F)cc1
    -1, -0.7, 12, 0.3
- Cc1cccc2nc(CNc3ccc(C(F)(F)F)cc3)cn12
    -65, -0.5, 3, -0.1
- CCOC(=O)c1ccccc1CN1C(=O)c2ccccc2S1(=O)=O
    8, -0.2, 3, 0.1
- O=C(NCc1nnc(SCC(=O)N2N=C(c3cccs3)CC2c2ccc(F)cc2)n1CCc1ccccc1)c1ccco1 (centres undefined)
    3, 0.8, 0, -0.5
- Cc1nn(C)c(C)c1-c1cc(C(=O)Nc2ccc(N3CCOCC3)cc2)ccn1
    -3, 1.2, 4, 0.9
- Cn1c(C(=O)c2cc(C(C)(C)C)c(O)c(C(C)(C)C)c2)nc2ccccc21
    4, -1.0, 2, 0.2
- CCOC(=O)c1ccc(OS(=O)(=O)c2sc(C(=O)OC)c(C)c2C(=O)OC)cc1
    8, 0.1, -2, 0.0
- O=c1nc(N2CCOCC2)c(Cl)cn1-c1nc(-c2ccccc2)oc1-c1ccccc1
    2, -0.2, -7, -0.1
- Cc1ccc(NC(=O)CSC2=C(C#N)C(c3ccc(F)cc3)CC(=O)N2)c(C)c1 (centres undefined)
    16, 1.4, 11, 0.1
- Cc1[nH]c2ccccc2c1/C=C(/C#N)C(=O)NC(C)C
    -7, 0.5, 6, -0.1
- COC(=O)C12CC3CC(CC(NC(=O)c4cnccn4)(C3)C1)C2
    5, -0.6, 6, -0.1
- Cc1noc(C)c1C(=O)NC(C)c1ccc2c(c1)OCO2 (centres undefined)
    8, 0.1, 8, -0.2
- O=C(c1ccc(I)cc1)N1CCc2ccccc21
    -12, -0.3, 15, 0.1
- O=c1nc2n(c3c1sc1ccccc13)Cc1ccccc1-2
    -5, 1.0, -2, -0.2
- COc1ccc(/C=C(\C#N)c2nn(-c3ccccc3)c(N)c2C#N)cc1[N+](=O)[O-]
    10, -0.6, -2, -0.3
- C[C@@H]1CN(C(=O)CC2(c3ccccc3)CC(=O)N(CC3CCCCC3)C2=O)C[C@H](C)O1 (some centres undefined)
    2, 0.3, 0, 0.1
- CSc1cccc(NC(=O)CSc2ccccc2)c1
    -42, -1.1, 9, -0.2
- CC(C)c1ccc(Nc2nnc(SCC(=O)N3CCOCC3)s2)cc1
    -22, -0.6, -2, -0.2
- COC(=O)CC[C@H]1CN(Cc2cc(OC)cc(OC)c2)CC[C@H]1N1CCOCC1
    3, -0.4, 11, -0.1
- COc1cccc(C(=O)NC2CCN(CC(=O)NCc3ccccc3OC)CC2)c1
    11, -0.4, -9, -0.1
- CCOCCCNC(=O)CCn1nc(-c2ccccc2)ccc1=O
    -5, 0.0, 0, 0.3
- CCCCCc1ccc(OC(=O)c2cccc(C(=O)OCC)n2)cc1
    1, 0.9, 3, 0.3
- CCn1c(=O)n(CC(=O)NC23CC4CC(CC(C4)C2)C3)c2cccnc21
    -6, -1.3, 1, -0.2
- CCOc1ccc(C(=O)NNC(=O)CN2C(=O)NC3(CCCC3)C2=O)cc1
    -4, -1.8, -1, 0.7
- CC(C)c1ccc(NC(=O)c2cc(S(=O)(=O)NCc3ccco3)ccc2F)cc1
    5, -0.3, 17, 0.1
- COc1ccc(-c2c(C#N)c(N)nc(SCC(=O)OCc3ccccc3)c2C#N)cc1
    4, -1.2, 16, 0.1
- Fc1ccccc1-c1nc(NC2CCCCC2)c2ccccc2n1
    0, -0.2, 13, -0.1
- O=C(NCC1CCCO1)C1CCN(C2CCN(C(=O)C3=CCCCC3)CC2)CC1 (centres undefined)
    -3, -2.0, 11, 0.1
- Nc1c(C(=O)Nc2ccc(F)cc2)nnn1-c1ccc2c(c1)OCCO2
    -69, -1.4, 10, 0.0

Next part.
mol,TEAD-YAP block,GPR151 activ,MITF primary,FBW7 act
c1ccc(Nc2c(-c3ccccc3)nc3nc[nH]n23)cc1,-20,-3.8,11,0.7
COc1ccc(-c2nc(NCc3cccc(C(F)(F)F)c3)c3ncn(Cc4ccc(C(F)(F)F)cc4)c3n2)cn1,-4,-0.2,5,-0.1
Cc1ccc(C)c(NC(=O)C2CCCCN2S(=O)(=O)c2ccc(Cl)s2)c1 (centres undefined),1,-1.6,-4,-0.2
Cc1ccccc1C1=CC(Cl)=C(c2cccs2)Oc2ccccc21,-1,0.0,17,1.1
Cc1ccccc1C(=O)Nc1ccc2cn[nH]c2c1,-19,-1.7,-2,0.1
O=C(NCc1nc2ccncc2[nH]1)c1ccc(Cl)cc1Cl,2,-1.0,9,0.0
CCOc1ccc(CN2CCNC(=O)C2CC(=O)NCC2(c3ccccc3)CCCC2)cc1 (centres undefined),14,8.0*,-7,0.0
COc1ccc(C(=O)NCC(=O)N/N=C\c2ccc(C)cc2O)cc1OC,0,-0.4,9,-0.2
O=[N+]([O-])c1cc(S(=O)(=O)NC2=NCCCCC2)ccc1NCC1CCCCC1,9,3.7,6,0.2
O=C(Nc1ccc(-c2noc(-c3cccc(Cl)c3)n2)cc1)c1cccc(Br)c1,8,0.8,-3,0.0
O=C1CCCC2=C1C(c1ccc([N+](=O)[O-])o1)C1=C(CCCC1=O)O2,-7,0.4,67*,-0.4
C(=N\NC1=NCCCCC1)/c1c(-c2ccccc2)nc2sccn12,8,-0.3,15,0.3
CN(C)CCCN(C(=O)c1ccc(S(=O)(=O)N(C)C)cc1)c1nc2ccccc2s1,0,-1.4,5,0.1
NC(=O)c1c(NC(=O)c2cnn3cccnc23)sc2c1CCCC2,-48,3.1,17,1.0
CC1=C(C(=O)OC(C)C)C(c2ccncc2)C2=C(CC(c3ccccc3)CC2=O)N1 (centres undefined),9&4,0.2&0.0,8&-3,2.1*!
C/C(=N/NC(=O)c1nnn(-c2nonc2N)c1C)c1ccc2c(c1)OCO2,1,0.4,6,-0.1
COc1ccc(Cc2cc(C(=O)N(C)Cc3cscn3)on2)cc1,-60,-0.4,-6,-0.1
CCN(Cc1nc(-c2cccc(C)c2)no1)C(=O)Nc1cccc(C)c1,-2,-1.9,-16,-0.1
O=C(c1ccc2nc3ccc(Cl)cc3c(=O)n2c1)N1CCN(c2ccc(F)cc2)CC1,-11,-0.5,-3,-0.2
COC(=O)C1=C(C)NC(=O)N(C(C)=O)C1c1ccc(Cl)cc1 (centres undefined),-2,-1.3,21,0.2
CCN1C(=O)C(C(=O)c2ccc(OC)cc2)SC1=S (centres undefined),-11,-1.4,-5,0.0
COc1ccc(N2C(=O)/C(=C/c3cccc([N+](=O)[O-])c3)N=C2c2ccc(OC)c(Br)c2)cc1,3,0.0,-4,-0.3
CCCCNC(=O)n1c(=O)oc2cc(S(=O)(=O)N3CCCCC3)ccc21,-6,0.5,-5,-0.2
CS(=O)(=O)c1ccc2c(c1)CCN2C(=O)CCC(=O)O,10,-0.2,10,-0.1
NC(=O)COC(=O)/C=C/c1ccc2ccccc2n1,8,-1.3,-8,0.3
O=C(CCc1ccccc1)N/N=C/c1ccccc1O,-3,5.9*,-7,0.0
CC(=O)c1c(NC(=O)c2ccccc2)[nH]c(-c2ccccc2)nc1=S,13,0.5,9,0.1
CN(CCC#N)C(=O)c1ccc2ccccc2c1,1,0.0,1,-0.1
O=C(NCc1ccc2c(c1)OCO2)c1ccc2c(=O)n(CCC3=CCCCC3)c(=O)[nH]c2c1,-5,-0.3,2,-0.1
CCC1SC(CC)C(=O)N(CC(=O)Nc2ccccc2OC)C1=O (centres undefined),-6,1.6,-8,0.3

Single records, as listed above. Order of screens: TEAD-YAP block, GPR151 activ, MITF primary, FBW7 act
Entry for Cc1ccc(C)c(NC(=O)C2CCCCN2S(=O)(=O)c2ccc(Cl)s2)c1 (centres undefined) → 1, -1.6, -4, -0.2
Entry for NC(=O)c1c(NC(=O)c2cnn3cccnc23)sc2c1CCCC2 → -48, 3.1, 17, 1.0

Next structures:
mol,TEAD-YAP block,GPR151 activ,MITF primary,FBW7 act
COc1ccccc1C1(CNS(=O)(=O)Cc2cccc(F)c2)CCOCC1,11,-0.4,-8,0.2
O=C(CC(NS(=O)(=O)c1ccc(Cl)cc1)c1ccco1)NCc1ccco1 (centres undefined),10,-2.2,14,0.6
CC1CCCC(N2CC(C(=O)O)CC2=O)C1C (centres undefined),10,0.3,13,0.0
CCOc1cc(CN2CCc3c(nc(C)[nH]c3=O)C2)ccc1O,2,-0.8,2,0.5
O=C(Nc1nc2ccc(Br)cc2s1)c1ccc(Cl)cc1,-23,0.5,5,0.0
COc1ccc(CN(Cc2cccnc2)C(=O)CC2NC(=O)c3ccccc32)cc1OC (centres undefined),-1,0.3,-1,-0.1
Cc1[nH]n(-c2ccccc2)c(=O)c1C(c1ccc(OC(=O)c2ccccc2Br)cc1)c1c(C)[nH]n(-c2ccccc2)c1=O,10,1.6,-16,-0.7
CC(C)C(=O)Nc1ccc(N2CCCC2)c(Cl)c1,-13,3.1,5,0.4
Cc1ccc(N(CC(=O)NCCC(C)C)C(=O)CCC(=O)Nc2ccccn2)c(C)c1,-8,2.1,1,0.4
CCOC(=O)C1=C(C)NC(C)=C(C(=O)OCC)C1c1cc(N)ccc1OC(F)F,-2,1.0,-5,-0.2
Cn1c(=O)c2c(SCCC3OCCO3)nc(C3CCCCC3)nc2n(C)c1=O,-4,7.9*,-15,-0.2
Cc1c(Cl)cccc1NC1=NS(=O)(=O)c2cc([N+](=O)[O-])ccc21,9,-0.4,2,-0.2
CCNC(=O)N1c2ccc(C)cc2C(C)=CC1(C)C,7,-0.3,9,0.1
CCN(CC)Cc1c(C(=O)N/N=C/c2cccc(F)c2)nnn1-c1nonc1N,1,1.5,24,0.1
Cc1onc(-c2ccccc2Cl)c1C(=O)N1CCN(c2ccccc2)CC1,0,0.5,-4,0.2
COc1ccc(CCNC(=O)C2CCN(c3nc(C)cc(C)n3)CC2)cc1,0,1.3,13,0.8
O=C(O)CSc1ncn(-c2ccccc2)n1,6,-5.0,5,0.2
CCN(CC)c1nc(Oc2ccc(C(=O)OC)cc2)nc(N2CCOCC2)n1,-10,0.9,-8,-0.1
COc1ccc(CN2CCN(Cc3csc(C(C)=O)c3)CC2CCO)c(C)c1C (centres undefined),-4,-0.3,-7,-0.2
COc1ccc(N(CC(=O)Nc2cccc(F)c2)S(=O)(=O)c2c(C)noc2C)cc1,-5,-0.1,17,0.1
Cn1c(CSc2nc(N)cc(N)n2)n[nH]c1=S,-2,-0.5,-2,0.1
CC(C)(CNCc1ccc(Cl)c(Cl)c1)N1CCOCC1,5,0.4,34,-0.1
CCC(CC)C(=O)Nc1ccc(OC)cc1,-1,1.1,-8,0.0
COC(C(=O)NCc1cccnc1)c1ccccc1 (centres undefined),2,-0.9,-6,0.1
Cc1ccc(NC(=O)Cn2c(=O)sc3ccccc32)cc1,4,0.2,12,0.5
COc1ccc(-c2nc(NCCc3ccc(O)cc3)nc(OC)n2)cn1,-4,5.9*,4,0.0
CCOC(=O)c1c(C)oc2cc(S(=O)(=O)Nc3c(C)ccc4nsnc34)ccc12,9,-1.5,22,-0.1
CC(=O)Oc1ccc(-n2c(C)cc(/C=C3\C(=O)N(c4ccccc4)N=C3C)c2C)cc1,12,0.5,-3,-0.2
O=C(CCn1c(=O)[nH]c2ccsc2c1=O)NCc1ccc(Cl)cc1,-6,1.0,-8,-0.1
CC(C(=O)Nc1ccc(F)cc1)C1SC(=O)NC1=O (centres undefined),0,-1.0,8,0.2
O=C1c2ccccc2C(=O)N1C[n+]1ccccc1,7,0.1,-2,0.0
CC(C)(C)C(=O)N(c1ccc(F)cc1)C1C=CS(=O)(=O)C1 (centres undefined),1,0.4,-6,0.0
